From PubChem
PfHsp40 yeast = compounds rescuing yeast from Plasmodium falciparum HSP40 toxicity; growth rescue, % at 12.5 µM; S. cerevisiae expressing PfHsp40, growth rescue, ATP luminescence; 340,000 tested, 0.68% active; in the data active = growth rescue above about 28%, passing the limit was not always enough; inconclusive = no clear call, values can overlap the other calls;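 also: yeast W303a lacking pdr1 and pdr3 grown in galactose medium; growth measured after three days at 30 °C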
FadD28 FP inh = M. tuberculosis FadD28 bisubstrate binding inhibition | 360,000 tested, 0.22% active | FadD28 bisubstrate probe binding, fluorescence polarization | AID 588549 | inhibition, % at 12.5 µM; in the data active = inhibition above about 8.5%, passing the limit was not always enough; inconclusive = no clear call, values can overlap the other calls
TcdB GH inh = inhibitors of Clostridioides difficile toxin B glycohydrolase. TcdB glycohydrolase enzymatic assay, plate reader. 350,000 tested, 0.24% active. inhibition, % at 9.99 µM. P18177; in the data active = inhibition above about 10%
BoNT-A LC inh2 = inhibitors of Botulinum neurotoxin A light chain protease; multiplex microsphere protease substrate cleavage, flow cytometry; inhibition, % at 10 µM; 360,000 tested, 0.17% active; AID 588499; also: plate controls were buffer without enzyme for full effect and enzyme alone for no effect
PrPC TRFRET = inhibitors of human cell surface prion protein PrPC; 370,000 tested, 0.43% active; AID 720596; P04156; TR-FRET read-out; inhibition, % at 13.8 µM; in the data active = inhibition above about 24%; also: 0% = median of the test wells and 100% = reference compound wells
BoNT-F LC inh = blocks Botulinum neurotoxin F light chain protease; Multiplex microsphere protease cleavage assay, flow cytometry; inhibition, % at 10 µM; 360,000 tested, 0.22% active; AID 588497; in the data active = inhibition above about 35%, passing the limit was not always enough; inconclusive = no clear call, values can overlap the other calls; also: plate controls were buffer without enzyme for full effect and enzyme alone for no effect
CCHF vOTU inh = CCHFV vOTU protease inhibition | Pep-AMC fluorescence | inhibition, % at 11.5 µM | AID 651958 | 370,000 tested, 0.55% active; in the data active = inhibition above about 30%; also: 0% = vehicle wells with enzyme and 100% = no enzyme wells
Anthrax LF inh2 = inhibitors of Bacillus anthracis lethal factor protease; P15917; inhibition, % at 10 µM; 360,000 tested, 0.12% active; multiplex microsphere protease cleavage assay, LF; AID 588501; also: plate controls were buffer without enzyme for full effect and enzyme alone for no effect
Target sequence (P15917 whole entry, looked up): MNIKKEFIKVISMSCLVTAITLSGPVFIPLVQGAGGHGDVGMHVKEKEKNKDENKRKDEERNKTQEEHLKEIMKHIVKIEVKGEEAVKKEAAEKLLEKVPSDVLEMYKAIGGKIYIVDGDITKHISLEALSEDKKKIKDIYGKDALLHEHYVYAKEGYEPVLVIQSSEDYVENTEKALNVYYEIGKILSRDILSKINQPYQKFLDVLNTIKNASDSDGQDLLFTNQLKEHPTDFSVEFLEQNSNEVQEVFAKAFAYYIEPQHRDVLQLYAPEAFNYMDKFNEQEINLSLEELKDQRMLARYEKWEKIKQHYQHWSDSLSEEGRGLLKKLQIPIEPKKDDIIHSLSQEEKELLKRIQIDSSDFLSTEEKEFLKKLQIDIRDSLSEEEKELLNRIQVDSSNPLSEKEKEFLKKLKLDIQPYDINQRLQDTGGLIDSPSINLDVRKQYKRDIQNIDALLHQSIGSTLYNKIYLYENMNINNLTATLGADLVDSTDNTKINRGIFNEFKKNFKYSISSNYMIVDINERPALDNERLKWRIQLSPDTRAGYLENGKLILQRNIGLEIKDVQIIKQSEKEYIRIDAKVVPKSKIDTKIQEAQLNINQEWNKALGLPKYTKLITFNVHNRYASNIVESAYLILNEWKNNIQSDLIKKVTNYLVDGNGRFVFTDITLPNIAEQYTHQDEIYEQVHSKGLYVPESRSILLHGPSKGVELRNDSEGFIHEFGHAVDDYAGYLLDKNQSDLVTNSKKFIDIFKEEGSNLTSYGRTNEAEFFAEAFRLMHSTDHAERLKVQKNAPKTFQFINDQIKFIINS
Yp Topo-I inh = Y. pestis Topo-I inhibition via cleavage products; Y. pestis Topo-I cleavage product accumulation, plate reader; activity, % at 10 µM; 360,000 tested, 0.064% active; AID 504884; in the data active = activity above about 50%, passing the limit was not always enough; inconclusive = no clear call, values can overlap the other calls; also: inactives centre near 2
* hit, by the source's call; ? = inconclusive; nt = no result given. Rule as the data show it, unless noted: active = inhibition above about 30%; inconclusive = no clear call, values can overlap the other calls; inactive = below that. An unsorted share of the library, and some 2.3% of all compounds hit somewhere here.

SMILES	PfHsp40 yeast	FadD28 FP inh	TcdB GH inh	BoNT-A LC inh2	PrPC TRFRET	BoNT-F LC inh	CCHF vOTU inh	Anthrax LF inh2	Yp Topo-I inh
COc1cc2c3cc1Oc1c(OC)c(OC)cc4c1[C@H](Cc1ccc(cc1)Oc1cc(ccc1O)C[C@H]3N(C)CC2)N(C)CC4	0.4	-3.8	-6.8	0.3	-5	-6	12	-7	-8
O=C(COC(=O)/C=C/c1ccc(Br)o1)Nc1cccc(S(=O)(=O)N2CCOCC2)c1	1.0	-3.3	1.0	-0.3	-5	7	0	-1	-2
COCCCNC(=O)CN1C(=O)COc2ccc(S(=O)(=O)N3CC(C)CC(C)C3)cc21 (stereo not given)	0.4	-3.5	-0.6	-0.6	2	-3	-2	1	2
O=C(CN1CC=C(c2ccccc2)CC1)NC(=O)NC1CCCCC1	-0.7	-1.0	-0.4	0.9	0	9	5	-4	27
CCOc1ncccc1C(=O)Nc1ccc(-c2ccc3nnc(C)n3n2)cc1	-1.3	-0.6	0.8	-1.6	-1	9	-12	1	-3
COc1ccc(C(=O)Oc2ccc(/C=N/O)cc2)cc1	0.6	-2.5	nt	0.0	10	3	0	2	6
CCn1c2ccccc2c2cc(NC(=O)COC(=O)c3ccccc3O)ccc21	0.5	-1.5	1.3	-0.5	-6	3	15	1	2
COCCCn1c(=O)c2ccccc2n(Cc2ccccc2)c1=O	0.5	-4.0	0.2	0.7	5	-4	6	4	7
Cc1c(NC(=S)SCc2ccccc2)c(=O)n(-c2ccccc2)n1C	-0.1	-3.0	1.2	-0.4	0	-4	-7	2	1
Clc1ccc(CNc2ccccn2)cc1	1.3	-5.6	-0.6	-0.8	-1	-12	-9	-6	6
Cn1c(=O)c2c(nc(-c3ccccc3)n2C)n(Cc2ccccc2)c1=O	-2.0	-2.7	nt	-0.1	12	16	10	7	17
O=C(O)c1cccc(S(=O)(=O)Nc2ccccc2-c2ccccc2)c1	0.0	-1.2	1.9	-0.8	6	-10	2	-5	-11
CC1(C(=O)NS(=O)(=O)c2ccc(F)cc2F)CCN1C(=O)Cc1cc(F)ccc1F (stereo not given)	nt	0.0	0.8	-0.3	-2	-4	-5	-7	4
CCOC(=O)COc1ccccc1/C=N\NC(=O)c1cc2c(ccc3ccccc32)o1	-0.4	-6.0	0.2	-3.1	-9	-10	2	-3	20
Cc1ccc(OCCCSc2n[nH]c(N)n2)cc1	-1.2	0.0	1.0	-0.2	-2	2	-9	-1	2
CCC(C)(C)C1CCC2(CC1)NC(=O)N(CC(=O)N(C)CC(=O)Nc1ccccc1C(F)(F)F)C2=O (stereo not given)	0.4	0.2	2.7	1.2	7	8	-11	1	-7
CCS(=O)(=O)c1ccc(C(=O)NC2CC2)c(Cl)c1Cl	-1.5	-0.1	2.4	-1.5	-3	-8	-9	-3	3
COc1cc(C(=O)Nc2nnc(C3CC3)s2)ccc1OCc1c(C)noc1C	-1.4	-3.8	-0.7	-0.4	-2	-4	4	0	-3
COc1cccc(NC(=O)CN(c2ccc3c(c2)OCO3)S(C)(=O)=O)c1	-0.2	-3.7	2.0	-0.9	10	0	-1	-5	2
CC1CCC(NS(=O)(=O)c2ccc(Cl)s2)CC1 (stereo not given)	0.7	-7.4	0.7	2.2	3	18	-6	6	5
N#C/C(=C(/O)C(Cl)(Cl)Cl)c1nc2ccccc2[nH]1	-1.1	0.3	1.3	-0.9	-5	0	6	-4	2
COc1ccc(NC(=O)Nc2nc(C)cc(C)n2)c(OC)c1	2.5	-0.9	11*	-4.2	4	16	5	-9	-4
NS(=O)(=O)c1cccc(NC(=O)COC(=O)/C=C/c2ccco2)c1	-0.1	-1.2	0.1	0.0	-4	-1	-7	-1	-14
Cc1ccc(C)c(S(=O)(=O)Nc2ccc(S(=O)(=O)Nc3ncccn3)cc2)c1	-0.1	-3.5	4.9	-2.1	6	4	-4	-7	-1
COc1ccc(-c2cc(CCCC(=O)NCc3ccccn3)no2)cc1	0.9	-1.1	1.1	-0.8	-3	-10	0	-6	12
COc1ccc(CCNC(=O)COC(=O)/C=C/c2cc(OC)ccc2OC)cc1	0.0	nt	0.2	2.3	3	-1	-10	5	18
CC(C)c1ccc(NC2CCCN(C(=O)CSc3nncn3C)C2)cc1 (stereo not given)	-0.6	1.5	1.2	-0.9	-4	0	5	-1	6
CCOC(=O)C1CCCN(Cc2cc(=O)oc3cc(C)c(C)cc23)C1 (stereo not given)	-0.4	-1.8	1.8	-0.2	6	-3	6	-8	15
O=C(CCl)Nc1cccc(Oc2cnccn2)c1	-2.3	-0.1	0.0	-3.2	-5	-5	6	-7	-6
COc1ccc(Cc2[nH]n3c(=O)cc(C)nc3c2-c2ccccc2)cc1	-0.5	-1.7	-0.6	-0.3	-6	-9	-5	-1	0
O=C(NC1CCCCC1)C(c1ccccc1)N(C(=O)Cc1ccsc1)c1ccccc1 (stereo not given)	0.5	0.5	0.6	0.1	-2	-5	-4	2	4
C/C(=N\N(C)c1ccccc1)c1c(O)[nH]c(=O)[nH]c1=O	0.7	-1.6	0.5	-1.1	16	?	-4	-14	8
O=C(Nc1nnc(C2CC2)o1)c1ccc(S(=O)(=O)N2CCCCC2)cc1	-0.4	-4.4	1.9	-0.5	0	-3	-4	2	-1
CCCCCCCCNS(=O)(=O)CCNCCCC	-1.9	-0.4	1.9	0.0	-7	-9	8	-1	37
Clc1ccc(/C=N/N2CCN(Cc3ccccc3Cl)CC2)cc1	0.3	-3.5	0.6	-0.7	-4	-4	18	-2	9
COc1ccc(NC(=O)c2sc(NC(=O)C3CC3)nc2C)cc1	4.7	0.0	-0.3	4.4	8	?	-6	7	0
COc1ccc(CNC(=O)c2cccc(N(C)C)c2)cc1	-0.1	2.2	nt	0.3	1	-4	5	-7	-3
Cc1cc(C)n2nc(C(=O)OCC(=O)N(CC(C)C)CC(C)C)nc2n1	-0.9	-0.8	-1.2	0.0	-2	-3	6	-3	-5
COc1ccc(C)cc1N/C(N)=N/c1nc(C)cc(C)n1	-0.2	-0.1	0.1	-0.2	-6	-1	7	-2	10
CC1(C)OC(=O)C(=CNCC(O)c2ccccc2)C(=O)O1 (stereo not given)	-0.5	-1.3	nt	-0.3	2	-2	1	-2	7

Of the compounds above, 4 contain an NH in an aromatic ring:
SMILES	PfHsp40 yeast	FadD28 FP inh	TcdB GH inh	BoNT-A LC inh2	PrPC TRFRET	BoNT-F LC inh	CCHF vOTU inh	Anthrax LF inh2	Yp Topo-I inh
Cc1ccc(OCCCSc2n[nH]c(N)n2)cc1	-1.2	0.0	1.0	-0.2	-2	2	-9	-1	2
N#C/C(=C(/O)C(Cl)(Cl)Cl)c1nc2ccccc2[nH]1	-1.1	0.3	1.3	-0.9	-5	0	6	-4	2
COc1ccc(Cc2[nH]n3c(=O)cc(C)nc3c2-c2ccccc2)cc1	-0.5	-1.7	-0.6	-0.3	-6	-9	-5	-1	0
C/C(=N\N(C)c1ccccc1)c1c(O)[nH]c(=O)[nH]c1=O	0.7	-1.6	0.5	-1.1	16	?	-4	-14	8

Later entries.
SMILES	PfHsp40 yeast	FadD28 FP inh	TcdB GH inh	BoNT-A LC inh2	PrPC TRFRET	BoNT-F LC inh	CCHF vOTU inh	Anthrax LF inh2	Yp Topo-I inh
COc1ccc(COn2nnc3ccc(S(=O)(=O)N4CCOCC4)cc32)cc1F	1.2	-1.2	-4.9	-2.0	7	1	-7	0	-3
O=C(/C=C/c1ccc(Br)cc1)c1ccc(NC(=O)c2ccco2)cc1	-0.1	-3.6	nt	-1.6	6	-4	6	-1	4
COCCNC(=O)c1c(N)n(/N=C/c2ccc(F)cc2)c2nc3ccccc3nc12	nt	-0.4	1.6	-0.7	3	-6	-13	0	-1
CCC(C(=O)NCCN1CCOCC1)n1c2ccccc2c2nc(=O)cc(C)n21 (stereo not given)	0.5	-3.7	0.3	0.1	-6	-7	8	0	-9
Cn1c(-c2ccccc2)c[n+]2c1-c1ccccc1C2	0.2	-2.6	0.5	-0.2	-1	-2	-15	-2	-7
CC(=O)N1CCN(C(=O)C(Cc2c[nH]c3ccccc23)NC(=O)c2ccccc2Cl)CC1 (stereo not given)	0.5	0.1	0.9	-0.3	-13	-3	9	2	1
Nc1ccc2nc3c(=O)n(C4CCCCC4)c(=O)[nH]c3nc2c1	-1.0	0.3	0.9	0.9	-35	0	14	-8	7
CC(C(=O)O)n1c(C(F)(F)F)nc2ccccc21 (stereo not given)	-0.5	0.0	nt	0.2	-4	1	-3	2	-3
COc1ccc2c(c1OC)C(=O)N1c3ccccc3N=C(c3ccc([N+](=O)[O-])cc3)CC21 (stereo not given)	-0.9	-1.2	1.6	-0.1	-23	-7	-17	-1	-3
C[n+]1cc(-c2ccccc2)n2c1CCCCC2	0.3	-1.5	nt	0.5	nt	-4	nt	-2	-6
CCOP(=O)(OCC)C(C#N)=C1SCN(c2ccc(Cl)cc2)CS1	0.1	-2.2	nt	0.0	2	-4	5	0	-3
COc1ccc(C)cc1S(=O)(=O)N(C)CC(=O)N1CCN(C)CC1	0.5	0.2	nt	1.0	5	13	-12	-8	2
C[C@H](CO)N1C[C@H](C)[C@@H](CN(C)C(=O)Nc2ccc3c(c2)OCO3)Oc2ccc(NS(=O)(=O)c3ccccc3)cc2C1=O	-0.5	-0.2	0.0	-0.4	3	-10	-12	-19	8
Cc1nn2c(C)nc3sc4c(c3c2nc1=O)CC(C)(C)OC4	-0.4	1.7	nt	-5.8	1	-6	-7	1	0
CCOC(=O)c1ccc(-n2c(C)nc3c(cnn3-c3ccccc3C)c2=O)cc1	0.4	-4.1	0.7	0.0	-1	-2	-3	0	14
CCN(C(=O)COC(=O)c1ccc(N2C(=O)c3ccccc3C2=O)cc1)C1CCS(=O)(=O)C1 (stereo not given)	0.6	1.3	0.3	-0.2	5	-1	3	-12	-3
CC1CC(=O)Nc2ccccc2N1C(=O)COc1ccc2cc(Br)ccc2c1 (stereo not given)	0.7	-1.3	1.4	-1.8	0	-19	-3	-6	29
COc1cccc(CNC(=O)C(=O)NCC2OCCCN2S(=O)(=O)c2cc(C)ccc2C)c1 (stereo not given)	0.3	-3.3	-0.7	-0.9	2	-1	-1	-4	21
COc1cccc(/C=N/NC(=O)COc2cccc3cccnc23)c1O	-0.4	-0.5	0.6	-1.0	2	-4	8	0	7
CCS(=O)(=O)c1nc(S(=O)(=O)c2ccc(C)cc2)c(N2CCN(C)CC2)s1	0.0	-1.7	2.6	-2.4	-9	-7	2	2	-1
O=C(NCC1COc2ccccc2O1)c1ccccc1 (stereo not given)	-0.7	-1.2	nt	0.5	-3	-1	-10	-2	0
O=C(O)c1ccc(Cl)c(NCc2cccnc2)c1	-1.4	-4.0	2.5	-2.5	-3	?	-8	7	2
CC(NC(=O)C1CSC2(C)CCC(=O)N12)c1ccccc1Cl (stereo not given)	-1.6	-2.6	1.3	3.3	1	0	-2	-2	7
COc1cc(C(=O)Nc2ccc(S(=O)(=O)Nc3ncccn3)cc2)c([N+](=O)[O-])cc1OC	0.2	-0.3	0.3	-0.9	-17	-6	2	-1	3
COc1cccc(-n2cc(CN(C)C(=O)C3CCC(=O)N(C4CC4)C3)cn2)c1 (stereo not given)	nt	-0.4	0.1	-0.4	-5	0	8	-1	10
O=C(O)c1cccc(S(=O)(=O)N2CCSCC2)c1	0.5	0.6	nt	0.9	-2	8	14	-13	-5
CC/C(=N/N=C(/CC)c1ccc(O)cc1)c1ccc(O)cc1	0.1	1.6	-2.4	-1.0	2	-12	-4	2	5
Cc1csc(NC(=O)CCCSc2nc3ccccc3s2)n1	0.4	-1.6	nt	1.3	2	2	6	-3	-1
O=S(=O)(O)c1ccc(N=Nc2ccccc2)cc1	-1.3	-2.5	-0.4	2.6	-16	?	1	6	-18
Cc1ccc2sc(N3CCN(C(=O)c4ccc([N+](=O)[O-])o4)CC3)nc2c1C	0.5	-3.7	-0.2	-0.4	-5	-2	-6	2	1
CN(C)c1ccc2c(c1)C(=NO)c1ccccc1-2	6.7	-1.5	nt	-0.1	nt	0	nt	-4	-20
Cc1ccc2c(c1)C1(OCCO1)C(=O)N2	-0.6	-0.4	nt	-0.6	0	-4	2	-1	12
